All columns: NCI-60 one-dose screen, growth in % after 48 h at 10 µM unless noted; 100 = growth as untreated, 0 = no growth, -100 = all killed.
OVCAR-8: OVCAR-8 ovarian cancer | 81,000 compounds, 4.4% hits | AID 1794782
DU-145: DU-145 prostate cancer. 81,000 compounds, 4.2% hits. AID 1794760
SF-268: SF-268 CNS cancer cells; AID 1794759; 82,000 compounds, 3.1% hits
U251: U251 CNS tumor cells | 80,000 compounds, 5.4% hits | AID 1794753
PC-3: PC-3 prostate cancer cells; 80,000 compounds, 3.9% hits
SF-539: SF-539 CNS cancer. 81,000 compounds, 6.8% hits. AID 1794752
SNB-19: SNB-19 CNS cancer cells | 81,000 compounds, 2.5% hits
SF-295: SF-295 CNS cancer cells. 79,000 compounds, 5.6% hits. AID 1794758
* hit, by the source's call; x = not tested or not shown. How the source made its calls: active means growth percent below 10; inactive means the rest.

Each structure is followed by: OVCAR-8, DU-145, SF-268, U251, PC-3, SF-539, SNB-19, SF-295
> COc1ccc(NC(=O)c2cc3ccccc3nc2Nc2cc(OC)c(OC)c(OC)c2)cc1
→ 42, 66, 67, 54, 58, 68, 79, 65
> COc1ccc(OC)c(-c2cc(-c3ccccc3)c(C#N)c(SCc3ccccc3)n2)c1
→ 75, 85, 80, 82, 79, 74, 65, 69
> COc1cccc(/C=C2/C[C@]3(C)[C@H]4CC[C@@H]5[C@@H]([C@@](C)(O)CC/C=C/C(C)C)CC[C@@]5(C)[C@]4(C)CC[C@H]3C(C)(C)C2=O)c1OC
→ 93, 84, 86, 93, 74, 101, 92, 102
> Fc1cccc(COc2cccnc2NC(=S)Nc2cccc(Cl)c2)c1
→ 111, 101, 102, 108, 92, 110, 94, 97
> CCOC(=O)/C(C#N)=C/c1ccccc1Cl
→ 110, 109, 98, x, 100, 108, 101, 102
> O=S(=O)(Nc1ccc(-c2ccc(NS(=O)(=O)c3ccccc3)cc2)cc1)c1ccccc1
→ 68, 76, 81, 41, 40, 92, 76, 25
> O=C1/C(=C/c2ccccc2)S[C@]2(C(=O)Nc3ccccc32)N1c1ccccc1
→ 98, 102, 98, 97, 63, 90, 99, 93
> CCCCN(CCCC)C(C)C(O)c1ccc2c3c(cccc13)CC2 (stereo unspecified)
→ 94, 117, 96, 102, 90, 112, 99, 59
> COc1ccc(CNCCN2C(=O)c3ccc4c5c(ccc(c35)C2=O)C(=O)N(CCNCc2ccc(OC)cc2)C4=O)cc1
→ -67*, -91*, -71*, -92*, -76*, -77*, -91*, -62*
> O=C(O)c1cc([N+](=O)[O-])ccc1-c1ccc([N+](=O)[O-])cc1C(=O)O
→ 95, 119, 108, x, 91, 105, 98, 102
> CCC1CCCc2ccccc21 (stereo unspecified)
→ 92, 141, 121, 93, 92, 98, 97, 102
> O=C1C2CC=CCC2C(=O)N1c1nccs1 (stereo unspecified)
→ 103, 103, 107, 101, 103, 102, 103, 108
> O=C(Nc1nnc(-c2ccc(Cl)cc2Cl)s1)c1ccccc1
→ 105, 110, 106, x, 109, 105, 125, x
> COc1cc2cc(Oc3ccc(NC(=O)c4cc(Cl)cc(Cl)c4)cc3)c(C)nc2cc1OC
→ 86, 83, 87, 51, 47, 89, 86, 55
> CSc1nc(N)n2nccc2n1
→ 98, 117, 118, x, 93, x, 100, 96
> BrCc1c(-c2ccc(Br)cc2)oc(-c2ccc(Br)cc2)c1Br
→ 96, 111, 103, 99, 92, 110, 117, 116
> CC(=O)N1N=C(c2ccc(Br)cc2)CC1c1ccc(Oc2ccc(Cl)cc2)cc1 (stereo unspecified)
→ 88, 105, 87, 87, 89, 99, 93, 95
> Cc1ccc(Nc2ncnc3c2cnn3-c2cccc(F)c2)cc1
→ 100, 101, 90, 105, 87, 98, 92, x
> CCc1c(C)c(=N)c2ccccc2n1C
→ 99, 106, 103, 98, 93, 100, 106, x
> COc1ccc(OC)c(/C=C2\Cc3cc(F)ccc3C2=O)c1
→ 103, 105, 94, 102, 88, 104, 98, 107
> CCOC(=O)c1c(C)nc2c(c1N)C(=O)C(=O)N2Cc1ccc(OC)cc1
→ 62, 85, 65, 38, 48, 45, 80, 74
> O=C1c2ccccc2C(=O)N1CCS
→ 102, 113, 101, 108, 96, 95, 106, 111
> CN1CCN(C(=S)S)CC1
→ 109, 102, 102, 102, 98, 104, 103, 127
> OC(C#Cc1ccccc1)c1ccccc1 (stereo unspecified)
→ 108, 125, 113, 104, 114, 100, x, 98
> C/C(=N/O)[C@H]1CC[C@H]2[C@@H]3CCC4=C/C(=N\O)CC[C@]4(C)[C@H]3[C@H](O)C[C@]12C
→ 94, 113, 108, 114, 87, 93, 112, 97
> Cc1ccc(S(=O)(=O)N2CCN(c3nc(-c4ccccc4)nc4nc(-c5ccccc5)oc34)CC2)cc1
→ 96, 108, 106, 105, 98, 103, 95, 107
> COc1cc(/C=C/C(=O)c2ccc(NC(=O)CSc3nnc(-c4ccccc4)n3-c3ccccc3)cc2)cc(OC)c1OC
→ 97, 101, 105, 94, 96, 105, 101, 99
> O=C(O)C(=N\Nc1ccccc1)/C(=N\Nc1ccccc1)C(=O)O
→ 108, 121, 113, 96, 100, 100, 94, 115
> Nc1ccc2c(c1)C(=O)NC2=O
→ 106, 110, 93, 96, 121, x, 94, 101
> O=c1cc(Cc2ccc([N+](=O)[O-])cc2)[nH]c(=O)[nH]1
→ 103, 119, 106, 103, 93, x, 97, 122
> COc1cc(-c2nccc3[nH]c(-c4ccc5cc[nH]c5c4)nc23)cc(OC)c1OC
→ 12, 18, 19, -16*, -0.9*, -19*, 35, -59*
> CCOC(=O)/C=C(/C)Sc1cc(O)ccc1O
→ 112, 113, 112, x, 101, 98, 99, 103
> CC1CCC2(C(=O)O)CCC3(C)C(=CCC4C5(C)CC(O)C(O)C(C)(CO)C5C(O)CC43C)C2C1C (stereo unspecified)
→ x, 110, 111, 103, 98, 100, 99, 112
> COc1ccc(-c2nc3cc(C(=O)Nc4ccccc4)ccc3n2C2CCCCC2)cc1
→ 106, 104, 104, 99, 96, 102, 115, 108
> COC(=O)c1[nH]cc2c1[C@]1(CNc3ccc(Cl)cc31)c1[nH]c3ccc(Cl)cc3c1-2
→ 77, 89, 74, 83, 55, 79, 80, 83
> O=C(COc1ccc(/C=C2\SC(=O)NC2=O)cc1)Nc1ccc(C(=O)/C=C/c2cc3ccccc3nc2Cl)cc1
→ 76, 89, 78, 69, 66, 82, 82, 76
> CCN1C2CCC1/C(=C\c1ccc(F)cc1)C(=O)/C2=C/c1ccc(F)cc1
→ 12, 9.0*, 38, 21, 39, 52, 51, 36
> COc1c(CCCO)cc2c(c1OC)OCO2
→ 112, 110, 101, 101, 107, 98, 103, 102
> CCCCOc1ccccc1/C=C1/SC(N2CCC(C)CC2)=NC1=O
→ 89, 99, 99, 18, 64, 96, 88, 92
> O=C(Nc1ccc2ncnc(Nc3ccc(S(=O)(=O)Nc4ccccn4)cc3)c2c1)c1ccccc1
→ 102, 104, 96, 101, 100, 91, 102, 98

In the list so far, these contain two or more sulfur atoms:
Each structure is followed by: OVCAR-8, DU-145, SF-268, U251, PC-3, SF-539, SNB-19, SF-295
> O=S(=O)(Nc1ccc(-c2ccc(NS(=O)(=O)c3ccccc3)cc2)cc1)c1ccccc1
→ 68, 76, 81, 41, 40, 92, 76, 25
> CN1CCN(C(=S)S)CC1
→ 109, 102, 102, 102, 98, 104, 103, 127

Of the compounds above, these have a nitro group on carbon:
Each structure is followed by: OVCAR-8, DU-145, SF-268, U251, PC-3, SF-539, SNB-19, SF-295
> O=C(O)c1cc([N+](=O)[O-])ccc1-c1ccc([N+](=O)[O-])cc1C(=O)O
→ 95, 119, 108, x, 91, 105, 98, 102
> O=c1cc(Cc2ccc([N+](=O)[O-])cc2)[nH]c(=O)[nH]1
→ 103, 119, 106, 103, 93, x, 97, 122

(listing goes on)
Each structure is followed by: OVCAR-8, DU-145, SF-268, U251, PC-3, SF-539, SNB-19, SF-295
> CCCCOP(=O)(CCP(=O)(OCCCC)OCCCC)OCCCC
→ 104, 108, 99, 96, 92, 102, 104, 94
> Cc1nc2cc(Nc3nc(Nc4ccc(F)cc4)nc(Nc4c(F)cccc4F)n3)ccc2n1Cc1ccccc1
→ 99, 98, 96, 97, x, 103, 92, 106
> c1ccc(-c2oc3ncnc(NCCCNc4ncnc5oc(-c6ccccc6)c(-c6ccccc6)c45)c3c2-c2ccccc2)cc1
→ 99, 104, 88, 105, 97, 104, 104, 102
> O=C(Nc1cc(-c2ccccc2)[nH]n1)c1ccccc1
→ 90, 76, 81, 71, 76, 68, 85, 78
> CS(=O)(=O)c1ccc(C(=O)N/N=C/c2ccccc2O)cc1
→ 28, 40, 38, 28, 54, 55, 45, 38
> CCOC(=O)c1n[nH]n2c1nc(=O)c1cnn(C)c12
→ 102, 98, 96, 100, 98, 103, 102, 108
> Cc1c(C(=O)/C=C/Nc2ccc(S(N)(=O)=O)cc2)sc2nc3ccccc3n12
→ 80, 64, 93, 91, 94, 89, 85, 84
> CCN(CC)CCOc1ccc(/C(=C(\C)Cc2ccc(OC)cc2)c2ccc(OC(=O)NCc3ccccc3)cc2)cc1
→ 69, 79, 74, 32, 46, 66, 67, 59
> Fc1ccccc1N=Cc1ccc(C=Nc2ccccc2F)cc1
→ 102, 105, x, 97, 100, 100, x, 99
> O=C(c1ccc(O)cc1)[C@@H]1[C@@H]2CCCN2[C@]2(C(=O)N(C(=O)c3cccc(Br)c3)c3ccccc32)[C@H]1c1ccc(F)cc1
→ 101, 101, 88, 96, 89, 93, 93, 100
> O=C1COc2ccccc2C(=O)N1CCCCn1ccnc1
→ 97, 110, 98, 101, 90, 100, 105, 99
> O=c1nc(Oc2ccccc2)nc2ncccn12
→ 90, 102, 95, 88, 87, 90, 83, 104
> COc1cc2c(cc1OC)C1=NN(C(=O)Nc3c(C)cccc3C)C(c3ccccc3)C1C2 (stereo unspecified)
→ 107, 104, 101, 87, 100, 91, 88, 94
> O=C(Nc1ccc(C(=O)O)cc1)Nc1nc2ccccc2s1
→ 105, 103, 94, 109, 92, 102, 99, 93
> COc1ccc(C(C)(C)C)cc1C(=O)c1ccccc1
→ 107, 106, 103, 105, 97, 94, x, 104
> CCOC(=O)/C=C/c1cc2cc(-c3csc4ccccc34)ccc2[nH]1
→ 20, 89, 75, 78, 62, 78, 101, 65
> CCN1CCN(c2nc(C)cc(NCc3cc(Nc4ccnc5cc(Cl)ccc45)ccc3F)n2)CC1
→ 17, 38, 17, -27*, 20, -81*, 35, -55*
> COc1ccc(OC)c(-c2cn3c(-c4c[nH]c5ccccc45)csc3n2)c1
→ 102, 102, 105, 100, 93, 100, 98, 99
> C=C(C)[C@@H]1CC[C@]2(C=O)CC[C@]3(C)[C@H](CC[C@@H]4[C@@]5(C)CCC(=O)NC(C)(C)[C@@H]5CC[C@]43C)[C@@H]12
→ 99, 105, 103, 87, 79, 103, 94, 94
> COc1cc2oc(-c3cccc(NC(=O)c4cc(NC(=O)[C@H](C)N)ccc4C)c3)cc(=O)c2c(OC)c1OC
→ 93, 103, 102, 102, 90, 93, 98, 94

(listing goes on)
mol	OVCAR-8	DU-145	SF-268	U251	PC-3	SF-539	SNB-19	SF-295
O=c1c(F)cnc2n1Cc1ccccc1CO2	86	114	88	99	x	84	87	115
CNC(=O)c1cc(-n2ccc3cc(NC(=S)Nc4ccccc4)ccc32)ccn1	99	104	98	101	98	102	98	96
CC(=N/Nc1ccccc1)/C(C)=N/Nc1ccccc1	108	113	99	108	100	98	107	85
CCN(CC)CC(O)C=O (stereo unspecified)	104	112	111	x	107	94	105	98
O=C(/C=C/c1ccccc1)c1ccc(Nc2nc(Nc3ccc(F)cc3)nc(Nc3ccc(Cl)cc3)n2)cc1	58	98	88	79	74	97	101	69
CN(C)S(=O)(=O)c1ccc(N)c([N+](=O)[O-])c1	102	105	102	108	100	102	93	102
CNC(=O)NCC1OC(n2cnc3c(NC(=O)Nc4ccccc4)ncnc32)C(O[Si](C)(C)C(C)(C)C)C1O[Si](C)(C)C(C)(C)C (stereo unspecified)	33	52	36	17	7.8*	33	76	45
O=C(C[n+]1ccccc1)c1ccc(Br)cc1	103	109	102	103	89	96	105	92
COc1ccc(-c2nc(SCc3nc4ccccc4[nH]3)nc(N3CCCCC3)c2C#N)cc1	91	103	80	89	76	97	91	91
Cc1c(C)c(N2C(=O)c3ccc(O)cc3C2=O)c(C)c2c1OC(C)(CCCC(C)CCCC(C)CCCC(C)C)CC2 (stereo unspecified)	110	104	97	106	104	107	103	111
COc1ccc(-c2nn(-c3ccccc3)cc2/C=C2\SC(N3CCN(c4ccccc4)CC3)=NC2=O)cc1	106	103	96	91	100	96	95	102
CC/C=C\C[C@H](O)C/C=C1/C(=O)C=C[C@]1(C)C/C=C\CCCC(=O)OC	104	109	96	103	93	99	111	98
COc1ccc(C2CC(c3ccccc3)=NN2/C=C2\SC(=S)N(NC(=O)Cc3ccccc3Nc3c(Cl)cccc3Cl)C2=O)cc1 (stereo unspecified)	108	104	99	97	95	105	101	95
O=C(CNc1nc(-c2cccc([N+](=O)[O-])c2)cs1)Nc1ccc([N+](=O)[O-])cc1Cl	100	114	106	105	102	102	102	104
O=CC(=O)C(C(=O)O)[N+](=O)[O-] (stereo unspecified)	100	x	97	99	96	97	107	107
O=C1c2nccnc2C(=O)N1CCc1ccccn1	102	116	98	99	88	114	103	102
O=C1/C(=C/c2ccccc2)COc2ccc(O)c(O)c21	99	119	103	101	101	103	102	101
CS(=O)(=O)c1nccc(-c2c(-c3cccc(OCc4ccc(F)cc4)c3)nc3occn23)n1	93	104	98	89	85	97	84	96
O=c1cc(N2CCN(Cn3cncn3)CC2)c2cc(F)ccc2[nH]1	102	92	79	112	89	92	97	101
CCNC(=O)Oc1ccc(/C(=C(/C)c2ccccc2)c2ccc(OCCN(C)C)cc2)cc1	90	91	87	73	70	79	86	85
COc1ccc(/C=C/C(=O)N2CCOCC2)cc1OC1CCCC1	97	107	96	93	101	97	93	102
CCCCC(c1ccccc1)C(C(=O)OCC)C(=O)OCC (stereo unspecified)	119	116	101	101	276	101	90	83
COc1cc(/C=C\c2cc(/C=C\c3ccc(O)c(OC)c3)n(C(=O)CNc3ccc(Cl)cc3)n2)ccc1O	28	28	25	16	34	8.3*	46	73
COc1cccc(-n2cc(-c3nc4ccccc4c(=O)[nH]3)nn2)c1	90	110	119	142	92	111	99	102
O=S1(=O)CC(O)C1	95	123	134	104	92	100	101	106
COc1ccc(CCNC2=CNCC2)cc1OC	102	114	104	105	89	104	103	103
CCCC(O)CN (stereo unspecified)	102	115	104	96	92	103	110	98
COc1ccc(/C=C/c2nc3ccccc3c(=O)n2-c2ccc(C#Cc3ccccc3)cc2C)cc1	80	102	90	98	62	104	96	82
Cc1ccc(C(=O)N/N=C/c2ccccc2)cn1	x	116	119	95	91	96	97	104
O=C1/C(=C\c2cn(Cc3ccccc3)c3ccccc23)c2ccccc2N1Cc1ccccc1	89	100	92	93	81	95	106	109

From PubChem BioAssay
